# Screening data from PubChem.
# RSV CPE inhibition: inhibition of RSV-induced cytopathic effect – HEp-2 cells, primary 10 µM value included (AID 2391); HEp-2 cells, RSV-induced CPE inhibition; higher % means a stronger effect; CPE inhibition, % at 10 µM, or IC50 in µM where a hit was titrated; 310,000 tested, 0.13% active; in the data active = a potency from the dose series; inconclusive = CPE inhibition mostly from about 23% at the one dose, without a potency; inactive = the rest, 99 in 100 with CPE inhibition below about 21%; also: strong numbers were not always called active
# WT yeast gro inh: growth inhibition of WT yeast, mitochondrial fusion screen; mitochondrial fusion phenotypic screen, WT strain; inhibition, % at 10 µM; 190,000 tested, 2.1% active; in the data active = inhibition above about 58%; tested in S. cerevisiae
# NTR1 agonist: agonists of NTR1, primary screen, imaging, U2OS cells, beta-arrestin-GFP, high content (AID 493036). NTR1-U2OS beta-arrestin-GFP spot imaging, agonist mode. activation, % at 20 µM. 330,000 tested, 0.17% active;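 active = activation at or above 40% of the spot to cytoplasm intensity ratio, with at least 20 cells analyzed; inconclusive = wells under 20 cells, flagged as cytotoxic or low count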;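 also: 0% = DMSO without peptide and 100% = 100 nM NTR1 peptide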
# Target sequence (P30989 whole entry, looked up): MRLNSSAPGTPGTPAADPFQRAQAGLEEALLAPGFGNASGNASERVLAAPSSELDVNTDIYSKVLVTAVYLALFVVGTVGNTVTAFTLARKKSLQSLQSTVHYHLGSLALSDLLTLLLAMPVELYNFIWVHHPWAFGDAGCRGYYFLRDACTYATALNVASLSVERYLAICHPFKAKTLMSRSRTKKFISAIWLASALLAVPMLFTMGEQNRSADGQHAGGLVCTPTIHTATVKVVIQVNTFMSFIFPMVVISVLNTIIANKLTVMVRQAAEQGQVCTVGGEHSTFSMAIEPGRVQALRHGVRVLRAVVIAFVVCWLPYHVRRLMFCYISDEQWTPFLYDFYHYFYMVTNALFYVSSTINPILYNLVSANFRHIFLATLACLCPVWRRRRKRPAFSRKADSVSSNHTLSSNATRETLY
# AID2073: disruptors of CaV2.2 binding to Mint1 – biochemical, HTRF (AID 2073). one-dose inhibition, % at 20 µM; IC50 in µM for titrated hits. 290,000 tested, 0.19% active. HTRF protein-protein interaction, Mint1-CaV2.2; higher % means a stronger effect; in the data active = inhibition mostly above about 51%, no sharp cut-off; inconclusive = no clear call, values can overlap the other calls; inactive = mostly below about 53%; also: some results filed as inactive read as strong as hits
# K1F lysis inhibition: protection from phage-mediated lysis, alamar blue read-out – E. coli UTI89, K1F phage, bacterial capsule biogenesis inhibitors (AID 488966); E. coli UTI89 K1F phage lysis, alamar blue, 2 h; higher % means a stronger effect; inhibition, % at 100 µM; hits with a dose series show IC50 in µM; 340,000 tested, 0.02% active;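 active = phage lysis inhibition, versus mean bacterial control, above a set limit; inconclusive = no clear call, values can overlap the other calls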;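 also: capsule biogenesis inhibitors block K1F phage lysis so surviving cells raise fluorescence; higher fluorescence means more inhibition of phage lysis; actives were called in the ten point dose series up to 300 µM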
# GPR35 arrestin U2OS: GPR35 antagonists blocking zaprinast-driven arrestin recruitment, primary screen, imaging, U2OS, beta-arrestin-GFP, zaprinast agonist (AID 2058). U2OS GPR35 beta-arrestin-GFP translocation imaging, zaprinast antagonism; higher % means a stronger effect. one-dose inhibition, % at 10 µM; IC50 in µM for titrated hits. 290,000 tested, 0.052% active;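 active = inhibition of at least 50% with at least 30 cells and total cytoplasm GFP at most 10,000,000; inconclusive = under 30 cells or total GFP of 10,000,000 plus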
# Autophagy mod: modulators of autophagy; MEF GFP-LC3 puncta imaging; test concentration mostly 10 µM; calls only at 10 µM (by protocol); 190,000 tested, 0.98% active;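 active = percentage of spot-positive cells more than 3 SD above its plate mean, without a fluorescence outlier flag or 80% toxicity; inconclusive = no clear call, values can overlap the other calls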;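 also: spot-positive cell cutoff set from DMSO-treated cells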
# Dengue-2 NS5 capping: Dengue-2 NS5 methyltransferase inhibitors, primary screen, biochemical, confirmation dose response (AID 588689). Dengue-2 NS5 methyltransferase capping enzyme assay, biochemical; higher % means a stronger effect. one-dose inhibition, % at 25 µM; IC50 in µM for titrated hits. 340,000 tested, 0.3% active; in the data active = a potency from the dose series; inconclusive = inhibition above about 29% without an active follow-up result
# LYP inhibition: PTPN22 lymphoid phosphatase activity blockers – biochemical, fluorescence intensity, uHTS (AID 1779) | recombinant LYP phosphatase, fluorescence intensity; higher % means a stronger effect | 290,000 tested, 0.054% active | inhibition, % at 11.5 µM, or IC50 in µM where a hit was titrated; in the data active = inhibition above about 50%;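 also: plate controls were vehicle with enzyme for no effect and no enzyme for full effect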
# WT yeast gro inh mutant strain: second read-out of WT yeast gro inh, no call of its own (marks repeat the call); inhibition, %; mitochondrial fusion phenotypic screen, mutant strain inhibition
# Autophagy mod cell loss 18 h: second read-out of Autophagy mod, no call of its own (marks repeat the call); toxicity, %; measured here: cell loss, nuclei count;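 cell loss after 18 h compound exposure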
# NTR1 agonist cell count 20 µM: recorded beside NTR1 agonist, whose call it bears; cell count; measured here: cell count, cytotoxicity flag
# Dengue-2 NS5 capping pilot replicate: further read-out of Dengue-2 NS5 capping, marked with its call; inhibition, %; measured here: pilot screen replicate inhibition
# An asterisk follows results filed as active; i = inactive; ? = inconclusive; nt = not tested or not shown; [ ] = another dose, or the depositor's remark.
SMILES,RSV CPE inhibition,WT yeast gro inh,WT yeast gro inh mutant strain,NTR1 agonist,NTR1 agonist cell count 20 µM,AID2073,K1F lysis inhibition,GPR35 arrestin U2OS,Autophagy mod,Autophagy mod cell loss 18 h,Dengue-2 NS5 capping,LYP inhibition,others
Cc1cccc(NC(=O)CSc2nnc(-c3ccccc3)n2N)c1,1.0%,4,2,-0.7,81,-1%,1.9%,-3%,i,-12,0%,-11%,
COc1ccc(C=O)cc1COc1ccccc1F,3.2%,-4,0,3.0,47,7%,4.3%,-4%,i,-17,-1%,-3%,
Cc1ccc(/C=N\Nc2nc3ccc(Cl)cc3[nH]2)o1,?,20,-2,-4.4,93,-6%,-8.9%,13%,i,10,-25%,1%,
Cc1cc(S(=O)(=O)N2CCCC(N3CCOCC3)C2)c(C)cc1Cl (stereo not given),22%,nt,nt,-0.8,58,26%,-2.5%,3%,nt,nt,1%,-9%,
OCCC1CN(Cc2cccn2-c2ncccn2)CCN1C1CCCC1 (stereo not given),-1.1%,11,9,0.2,91,8%,-0.1%,20%,i,15,-1%,-10%,
COc1ccc2oc(=O)cc(-c3cc4cccc(OC)c4o3)c2c1,3.5%,nt,nt,7.4,73,14%,0.1%,4%,nt,nt,-4%,-3%,
CCC(C)[C@H](NC(=O)N1CC(=O)Nc2ccccc21)C(=O)N1CCC[C@H]1C(=O)O (stereo not given in full),1.9%,nt,nt,0.3,100,6%,4.5%,11%,nt,nt,5%,-11%,
Cc1cc2oc(=O)cc(CN3CCCCC3C)c2cc1C (stereo not given),0.1%,nt,nt,-0.7,60,3%,0.1%,16%,nt,nt,-8%,-9%,
C[C@H]1CN=C(N(C)C)N1CCc1cccc(F)c1,2.6%,nt,nt,-3.3,99,nt,3.9%,nt,nt,nt,-2%,nt,
COc1cccc(C(C(=O)NC2CCCCC2)N(C(=O)c2cccs2)c2ccc3c(c2)OCO3)c1 (stereo not given),7.1%,-1,-7,2.2,74,-1%,0.5%,10%,i,15,-7%,4%,
CN1CC[n+]2cnc3ccccc3c21,1.1%,-33,-19,1.3,70,4%,0.7%,-17%,i,1,-12%,-4%,Dengue-2 NS5 capping pilot replicate=0.8
O=C(COc1cc(O)c2c(=O)c3ccccc3oc2c1)OCc1ccccc1,-1.0%,nt,nt,0.1,46,24%,-0.1%,6%,nt,nt,-5%,-7%,
COc1cc2[nH]c(=S)n(CC3CCCO3)c(=O)c2cc1OC (stereo not given),-0.7%,-7,46,0.1,36,-27%,-0.6%[50 µM],0%,i,1,-7%,7%,
COc1cccc(CN2CCNC(=O)C2CC(=O)N(C)C2CCOCC2)c1 (stereo not given),-1.2%,nt,nt,0.2,56,1%,1.8%,4%,nt,nt,12%,-4%,
Cc1ccc(-c2cc(C(=O)N/N=C/c3ccc([N+](=O)[O-])o3)c3ccccc3n2)o1,0.2%,nt,nt,0.3,67,34%,-0.4%,-8%,nt,nt,0%,-3%,
COc1cccc(C2C(C#N)=C(C)NC3=C2C(=O)CC(C)(C)C3)c1 (stereo not given),-0.2%,-17,-2,2.6,38,22%,1.4%[50 µM],-3%,i,-9,-1%,-3%,
COc1ccc(C)cc1NC(=O)CNc1ccccc1CN(C)C1CCCCC1,-1.5%,8,-22,2.2,55,6%,0.4%,-2%,i,9,-8%,-8%,
COC(=O)[C@H](Cc1ccccc1)NC(=O)[C@@H](N)CC(=O)O,1.2%,nt,nt,1.5,54,nt,1.6%,nt,nt,nt,6%,nt,
COc1ccc(/C=C/C(=O)N2CCN(C)CC2)cc1OC,0.0%,nt,nt,0.1,66,14%,-0.7%,0%,nt,nt,nt,-5%,
CCN(CCCNC(=O)C1CCC(=O)N1Cc1ccc(F)cc1)c1cccc(C)c1 (stereo not given),-2.8%,12,-8,-0.2,54,-12%,1.3%,0%,i,-2,3%,1%,

# The closing two compounds of the part before open the next one:
SMILES,RSV CPE inhibition,WT yeast gro inh,WT yeast gro inh mutant strain,NTR1 agonist,NTR1 agonist cell count 20 µM,AID2073,K1F lysis inhibition,GPR35 arrestin U2OS,Autophagy mod,Autophagy mod cell loss 18 h,Dengue-2 NS5 capping,LYP inhibition,others
COc1ccc(/C=C/C(=O)N2CCN(C)CC2)cc1OC,0.0%,nt,nt,0.1,66,14%,-0.7%,0%,nt,nt,nt,-5%,
CCN(CCCNC(=O)C1CCC(=O)N1Cc1ccc(F)cc1)c1cccc(C)c1 (stereo not given),-2.8%,12,-8,-0.2,54,-12%,1.3%,0%,i,-2,3%,1%,
COc1ccc(N2CCN(CCNS(=O)(=O)c3ccc(C)cc3)CC2)cc1,-1.2%,nt,nt,-0.5,48,-8%,0.1%,-1%,nt,nt,6%,-6%,
CCN1CCN(C(c2ccccc2)c2nnnn2Cc2ccc3c(c2)OCO3)CC1 (stereo not given),-1.8%,16,18,2.6,46,4%,1.0%,-1%,i,27,-13%,-9%,
COc1ccc(-c2nnc(NC(=O)c3ccco3)s2)cc1,1.0%,nt,nt,0.6,44,2%,-0.3%,9%,nt,nt,-2%,-11%,
CNC(=O)COc1coc(CN2CCN(c3ccccc3)CC2)cc1=O,0.2%,nt,nt,-0.9,51,-3%,0.3%,7%,nt,nt,-3%,-9%,
CCOc1ccc(OCC)c(NC(=O)C2CCCN(S(=O)(=O)c3cccs3)C2)c1 (stereo not given),nt,22,29,nt,nt,-10%,0.4%,19%,i,14,nt,-3%,
Cc1ccccc1CNc1ncnc2cc(Cl)ccc12,4.4%,nt,nt,0.2,101,22%,-0.1%,5%,nt,nt,0%,-4%,
O=C(Nc1ccc(F)cc1)Nc1ccccc1N1CCCCC1,14%,nt,nt,6.0,49,5%,1.3%,2%,nt,nt,-4%,4%,
CN(CC(=O)Nc1ccc([N+](=O)[O-])cc1Br)Cc1c(F)cccc1Cl,-0.2%,nt,nt,4.2,53,-21%,0.1%,11%,nt,nt,4%,5%,
CC1CCCCC1NC(=O)CSc1nnc(-c2ccncc2)n1CCCN(C)C (stereo not given),-0.2%,nt,nt,1.1,49,-1%,-0.2%,0%,nt,nt,4%,-10%,
Cc1ccc(C2(C)NC(=O)N(CCOc3ccccc3)C2=O)cc1 (stereo not given),2.9%,-2,10,0.3,37,11%,0.6%,-3%,i,0,-7%,-11%,
CC(=O)c1c(C)[nH]c(C(=O)COc2ccc3c(C)cc(=O)oc3c2)c1C,1.6%,nt,nt,0.7,56,nt,0.4%[50 µM],nt,nt,nt,1%,nt,
COC(=O)c1ccc(CN2CCc3ccc(NC(=O)c4ccncc4)cc3C2)cc1,11%,nt,nt,1.6,64,8%,-0.1%,27%,nt,nt,-6%,-8%,
COc1ccc(C)cc1S(=O)(=O)N1CCCC(C(=O)N2CCN(c3ccccc3)CC2)C1 (stereo not given),16%,nt,nt,-0.6,59,-2%,-0.4%,7%,nt,nt,-7%,0%,
COC(=O)CC(NS(=O)(=O)c1cccs1)c1cccc2ccccc12 (stereo not given),1.8%,2,-6,0.6,79,6%,0.3%,3%,i,-1,1%,-6%,
Cn1c(=O)c2c(n(Cc3ccccc3)c1=O)NC(=O)C2CC(=O)O (stereo not given),0.6%,-10,5,-0.4,66,15%,2.3%,5%,i,6,10%,-4%,
Cc1cc(C)n(C(=O)c2cccc(S(=O)(=O)N3CCCCC3)c2)n1,3.6%,nt,nt,2.6,58,?,0.1%,-19%,nt,nt,-9%,-8%,
CCOC(=O)c1ccc(NC(=O)CN2C(=O)CCC2=O)cc1,-0.2%,8,19,-0.1,57,2%,0.8%,7%,i,-4,1%,-2%,
CCOc1ccc(/C=N/Nc2ccc(Cl)nn2)c(O)c1,1.7%,nt,nt,-0.5,51,16%,2.0%,-17%,nt,nt,1%,0%,
c1ccc(CCc2nn3c(Cc4ccccc4)nnc3s2)cc1,2.8%,-18,-7,0.0,83,13%,3.5%,1%,i,-1,-2%,-6%,
Cc1ccc(-c2nnc(Nc3ccc4c(c3)OCO4)c3ccccc23)cc1S(=O)(=O)NC(C)C,?,-3,5,2.5,66,21%,0.2%[50 µM],-10%,i,-7,-6%,-1%,
CCCn1c(C(C)Nc2nc(-c3ccc(C)cc3)cs2)nc2cc(Cl)c(N3CCCCC3)cc21 (stereo not given),3.1%,nt,nt,-2.1,73,5%,1.4%,26%,nt,nt,-15%,-5%,
CCOC(=O)C(NC(C)=O)(NS(=O)(=O)c1ccccc1)C(F)(F)F (stereo not given),1.6%,-6,-1,-1.5,95,-12%,1.8%,-3%,i,-11,-8%,-2%,
CC(C)C(C)NC(=O)CN1C(=O)NC2(CCCc3ccccc32)C1=O (stereo not given),0.9%,8,1,-2.0,86,5%,0.1%,2%,i,-1,-2%,-2%,
COc1cccc(CN2CCN(C(=O)c3cc(-c4ccncc4)nc4ccc(C)cc34)CC2)c1,5.6%,nt,nt,0.6,59,3%,-1.1%[50 µM],-11%,nt,nt,-6%,-4%,
Cc1cccc(NC(=O)c2cc([N+](=O)[O-])ccc2NCC2CCCO2)n1 (stereo not given),8.2%,12,-2,5.0,66,-1%,0.1%,8%,i,8,-3%,4%,
COc1ccccc1NC(=O)CSc1nc2ccccc2c(=O)n1CCNC(C)=O,2.3%,-34,-11,0.3,87,-2%,1.0%,0%,i,-8,2%,-6%,
COc1ccc(-c2c(NC(=O)c3ccco3)n(-c3ccccc3)nc(C)c2=O)cc1,nt,nt,nt,0.2,63,5%,0.5%,-14%,nt,nt,6%,-5%,
CC(C)C[C@H](NC(=O)c1[nH]cnc1C(=O)N[C@@H](Cc1ccccc1)C(=O)OCc1ccccc1)C(=O)OCc1ccccc1,3.7%,nt,nt,14,95,11%,-0.6%,-12%,nt,nt,0%,1%,
CO/N=C\C(=N\Nc1ccc(OC)cc1)C(=O)c1ccccc1,3.6%,43,19,7.3,54,0%,-0.5%,7%,i,4,-3%,-4%,
CCS(=O)(=O)NCC(c1cccnc1)N1CCN(c2ccc(OC)cc2)CC1 (stereo not given),1.6%,-10,-6,1.5,85,2%,0.0%,-13%,i,-9,0%,-3%,
CCCCC(NC(=O)COc1cc2c(c3oc(=O)cc(C)c13)CCC(C)(C)O2)C(=O)O (stereo not given),1.6%,nt,nt,2.6,95,26%,-0.8%[50 µM],8%,nt,nt,-8%,-8%,
COc1ccc(/C=N/NC(=O)c2cc3c(ccc4ccccc43)o2)cc1OC,3.5%,nt,nt,0.5,58,15%,-0.2%,-7%,nt,nt,-1%,-8%,
